# aDG glyco up – increases alpha dystroglycan glycosylation. Pro5-aDG cells, alpha-DG glycosylation AlphaScreen (IIH6); 0% Pro5, 100% B10-LARGE cell signal. activation, % at 10 µM. actives 0.22% (n = 360,000). AID 624168;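 active = activation of at least 8% versus controls, or a plate z-score of at least 8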;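 also: Pro5 are CHO cells carrying HIG-tagged alpha-DG that lacks glycosylation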
# MITF TRPM1 inh – MITF TRPM1 promoter inhibition in SK-MEL-5 cells; SK-MEL-5 TRPM1 promoter luciferase, 24 h; inhibition, % at 12.5 µM; actives 0.83% (n = 330,000); AID 488899;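 active = mean inhibition across replicates of 60% or more, whatever share of single replicates reaches that level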; also: values of inactives mirror those of a sister screen read the other way
# Peg3 promoter – reduces Peg3 promoter-driven luciferase expression in HeLa; HeLa PEG-Prom luciferase reporter, luminescence, overnight; inhibition, % at 20 µM; actives 1.7% (n = 360,000); AID 588405;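 active = inhibition of at least 50% at 20 µM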
# CF NFkB inh – cystic fibrosis NF-kB activation inhibition; KKLEB NF-kB-GFP reporter, PAF-induced, GFP fluorescence overnight; inhibition, % at 5 µM; actives 0.86% (n = 360,000);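 active = at least 50% inhibition at 5 µM, scaled per plate between neutral and stimulator controls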;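 also: PAF is a Pseudomonas aeruginosa culture filtrate used as stimulus; plate controls were PAF-stimulated DMSO wells for no effect and unstimulated DMSO wells for full effect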
# HIF-2a inh – blocks HIF-2a reporter activity. inhibition, % at 18.8 µM. AID 624352. actives 0.72% (n = 360,000). 786-0 RCC cells HIF-2a reporter, luciferase luminescence, overnight;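 active = inhibition of the luminescence signal of 40% or more relative to plate controls, in a single-dose primary screen at 18.75 µM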
# Shn3 3UTR inh – reduces Shn3 3'UTR luciferase signal in osteoblasts | Clone20 osteoblast Shn3 3'UTR firefly luciferase, 24 h | inhibition, % at 12.5 µM | actives 0.52% (n = 360,000) | AID 588674;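 active = mean inhibition of at least 75% with every replicate also reaching 75%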;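 also: 0% = median of neutral control wells and 100% = pilot-screen positive control compound; some compounds past the cut are filed as inactive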
# NR2E3 ag-1 – human photoreceptor-specific nuclear receptor agonism. AID 602229. actives 0.35% (n = 360,000). Q9Y5X4. CHO-S Gal4-NCOR/VP16-NR2E3 two-hybrid, luciferase. inhibition of corepressor binding, % at 3.98 µM;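 active = inhibition above the mean of all tested compounds plus 3 SD, cut at about 70% in these data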;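 also: 0% = DMSO with NR2E3 transfected cells and 100% = cells lacking NR2E3 construct; higher means lower luciferase signal from less NR2E3 corepressor binding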
# Target sequence (Q9Y5X4 whole entry, looked up, the tested form may be a part): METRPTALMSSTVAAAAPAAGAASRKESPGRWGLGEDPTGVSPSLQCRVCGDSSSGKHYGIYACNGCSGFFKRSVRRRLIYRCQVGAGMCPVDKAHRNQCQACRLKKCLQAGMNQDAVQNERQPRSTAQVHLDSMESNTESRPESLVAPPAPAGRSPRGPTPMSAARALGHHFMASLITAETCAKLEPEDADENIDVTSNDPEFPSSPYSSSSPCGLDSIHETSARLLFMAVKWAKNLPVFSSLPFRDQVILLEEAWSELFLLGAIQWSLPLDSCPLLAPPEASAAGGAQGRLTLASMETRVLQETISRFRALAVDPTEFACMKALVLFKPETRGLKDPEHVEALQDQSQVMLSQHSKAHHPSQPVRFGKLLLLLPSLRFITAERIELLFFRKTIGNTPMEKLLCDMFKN
# KKLEB tox – reduces viability of KKLEB cystic fibrosis airway cells. activity change (cytotoxicity), % at 5 µM. AID 602141. actives 0.36% (n = 360,000). KKLEB CF airway cells viability, ATPlite luminescence, overnight; hits give low values; cells stimulated with P. aeruginosa culture filtrate;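 active = corrected activity change at or below -50% at 5 µM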
# TWEAK-Fn14 inh – TWEAK-Fn14 signaling inhibition; TWEAK-stimulated Fn14 reporter cells, luciferase luminescence, 8 h; inhibition, % at 10 µM; actives 2% (n = 360,000); in the data active = inhibition above about 50%
# iPSC survival up – enhancers of human iPSC single-cell survival; hiPSC single-cell survival, ATPlite luminescence; 100% = ROCK inhibitor wells, 0% = DMSO; actives 0.044% (n = 360,000); survival enhancement, % at 20 µM; in the data active = survival enhancement above about 18%;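 also: cells exposed to compounds for 16 hours before the ATP read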
# NR2E3 ag-2 – NR2E3 (human) agonism | actives 0.12% (n = 320,000) | inhibition of corepressor binding, % at 4.78 µM | AID 2300 | GST-NR2E3/biotin-RetCOR TR-FRET, 1536-well;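 active = percent inhibition above the cutoff of mean plus 3 SD of all tested compounds, set per screening campaign, cut at about 20% in these data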;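 also: 0% = DMSO wells and 100% = biotin wells as full block of FRET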
#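 System: GST-tagged NR2E3 plus biotinylated RetCOR corepressor; Amount: 1.35 nM GST-tagged NR2E3 final; Dosing: single nominal compound dose of 4.8 µM; Schedule: 5 h incubation at 4 °C; Technique: TR-FRET with europium anti-GST and streptavidin-D2, 340 nm excitation; Controls: biotin wells as high control, 0.6% DMSO wells as low control.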
# * = called active by the depositor; / = no result given.
SMILES,aDG glyco up,MITF TRPM1 inh,Peg3 promoter,CF NFkB inh,HIF-2a inh,Shn3 3UTR inh,NR2E3 ag-1,KKLEB tox,TWEAK-Fn14 inh,iPSC survival up,NR2E3 ag-2
CCn1c(NC(=O)C(C)C)c2ccccc2nc1=O,2.2,1.8,15.5,-11.2,14.7,-2.7,3.6,10.7,5.0,0.5,3.0
COc1ccccc1/C=N\Nc1cc(C)nc(-n2nc(C)cc2C)n1,1.7,32.9,13.7,13.1,-15.7,71.4,12.6,-8.4,-21.5,0.0,-0.8
CCCCn1c(SCC(=O)Nc2cc(C)on2)nc2cc(S(N)(=O)=O)ccc21,0.0,-4.5,7.5,6.8,9.3,5.8,-2.6,2.8,4.9,-0.3,2.9
COc1cc(NC(=O)COc2ccccc2[N+](=O)[O-])ccc1NC(=O)c1ccco1,-0.2,-20.3,-74.8,5.7,-98.5,-19.7,-4.0,-16.1,-40.6,-0.2,2.5
COc1ccc(Cl)cc1-c1cc(C(=O)NCc2cccc(Cl)c2)[nH]n1,1.0,/,-4.4,-9.2,-28.4,1.4,8.9,0.1,22.0,4.4,/
COc1ccc(/C=N/NC(=O)c2cccc(NC(=O)c3ccccc3)c2)c(C(=O)O)c1OC,-0.2,18.6,5.3,-8.7,12.6,6.0,6.4,-0.7,0.6,3.3,1.9
Cc1ccc(NC(=O)Cn2c3ccc(F)cc3c3nc4n(c(=O)c32)CCS4)cc1F,0.4,-1.6,24.2,-10.1,15.8,28.5,3.8,-6.3,-9.2,-0.9,3.2
CC(C)CN(C(=O)CC(C)c1ccccc1)c1c(N)n(Cc2ccccc2)c(=O)[nH]c1=O (stereo not drawn),0.0,11.8,12.3,8.0,-8.4,-8.6,-0.7,10.2,-1.5,-0.5,-0.8
Cc1ccc2c(c1)N(CC(=O)NCC1CCCO1)C(=O)C(C(C)C)O2 (stereo not drawn),0.1,11.3,-13.6,-0.5,-0.2,-6.0,-4.1,9.5,4.3,0.3,2.3
Cc1cnc(N2C(=O)c3ccc([N+](=O)[O-])cc3C2=O)s1,0.0,-0.8,18.9,0.4,15.6,-6.8,6.2,-4.3,-2.9,-0.2,2.6
CCCn1c(=O)c(C(=O)NCc2ccc(OC)c(OC)c2)c(O)c2ccccc21,-0.2,-13.7,3.8,8.0,21.3,3.5,-22.6,-8.5,-8.1,6.2,2.6
O=C(Cc1ccc(NS(=O)(=O)c2ccc(F)cc2)cc1)NCc1cccnc1,0.1,/,6.3,-2.8,6.6,-15.9,-23.8,7.5,-1.7,-0.4,2.0
S=c1[nH]c(-c2ccccc2)cn1/N=C/c1ccncc1,-0.1,-6.8,-39.5,46.3,-55.4,-32.0,-55.1,-11.1,15.6,0.9,-4.1
Cc1ccc(C(=O)N2CCN(c3ccc(C(F)(F)F)cn3)CC2)o1,0.3,-17.4,-12.4,-12.3,-17.8,11.9,8.6,-5.8,9.5,1.8,/
Cc1cc(C(=O)OCC(=O)Nc2c(Cl)cccc2C(F)(F)F)c(C)o1,-0.1,1.4,-8.8,-1.0,6.0,2.0,-20.1,-10.2,-11.0,-0.4,-0.7

# The closing 4 entries of the section above are carried over, then new ones follow.
SMILES,aDG glyco up,MITF TRPM1 inh,Peg3 promoter,CF NFkB inh,HIF-2a inh,Shn3 3UTR inh,NR2E3 ag-1,KKLEB tox,TWEAK-Fn14 inh,iPSC survival up,NR2E3 ag-2
O=C(Cc1ccc(NS(=O)(=O)c2ccc(F)cc2)cc1)NCc1cccnc1,0.1,/,6.3,-2.8,6.6,-15.9,-23.8,7.5,-1.7,-0.4,2.0
S=c1[nH]c(-c2ccccc2)cn1/N=C/c1ccncc1,-0.1,-6.8,-39.5,46.3,-55.4,-32.0,-55.1,-11.1,15.6,0.9,-4.1
Cc1ccc(C(=O)N2CCN(c3ccc(C(F)(F)F)cn3)CC2)o1,0.3,-17.4,-12.4,-12.3,-17.8,11.9,8.6,-5.8,9.5,1.8,/
Cc1cc(C(=O)OCC(=O)Nc2c(Cl)cccc2C(F)(F)F)c(C)o1,-0.1,1.4,-8.8,-1.0,6.0,2.0,-20.1,-10.2,-11.0,-0.4,-0.7
Cc1ccsc1C(=O)N[C@@H](C)c1nnc2ccccn12,-0.1,4.6,3.3,-5.9,8.1,1.0,19.0,2.7,2.6,0.5,-0.7
COc1cc(NC(=O)c2ccccc2)c(OC)cc1NC(=O)CN1C(=O)NC2(CCCCC2C)C1=O (stereo not drawn),0.0,12.2,4.4,5.6,-0.1,-10.7,-0.8,-6.9,-3.6,-0.4,1.9
COc1ccc(C2=NOC(C(=O)Nc3cccnc3Cl)C2)cc1 (stereo not drawn),-0.2,-0.7,12.6,8.3,2.9,5.0,4.5,-21.3,0.3,0.5,-2.6
COC(=O)c1ccc(CSc2nc3ccccc3c(=O)n2Cc2ccco2)o1,0.7,13.2,21.2,16.7,-18.3,78.7,-20.2,9.9,35.9,-0.3,-0.1
CC(C)C[C@@H](CN1CCC[C@H]1CN1C(=O)C(=O)NC[C@@H]1Cc1ccc(O)cc1)N1C[C@H](Cc2ccc(O)cc2)N(CC2CCCCC2)C(=O)C1=O,0.1,/,/,/,1.1,/,15.5,/,11.2,-0.5,/
Cc1cc(OCCOCCNC(C)C)cc(C)c1Cl,0.2,-8.9,15.7,5.9,7.9,3.1,-26.5,-9.3,4.5,-1.9,1.3
O=C1N(c2ccccc2)C[C@@H]2C[C@@H](c3cccs3)N3CCC[C@@]123,0.0,3.0,72.9*,-3.3,-2.8,47.9,1.4,13.1,26.4,-0.7,-0.5
CCN(CC)c1ccc(NC(=O)COC(=O)c2cccs2)cc1,0.0,-0.6,4.7,14.4,-1.1,6.4,-3.1,-8.0,-26.0,-0.7,-6.6
CCOC(=O)c1cnc(SC2CCc3ccccc3C2=O)nc1N (stereo not drawn),0.0,3.9,-114.0,-19.5,-90.2,-17.0,-62.1,-3.2,49.9,1.5,0.5
O=S(=O)(NCc1ccccc1)c1ccc(F)cc1Br,0.2,6.4,-6.5,1.6,2.5,-8.8,-11.0,25.2,1.1,4.5,-0.7
COc1ccc(C(C)C)cc1S(=O)(=O)N1CCC(C(=O)NCc2cccnc2)CC1,-0.1,5.1,9.8,3.6,4.9,-2.1,-5.8,-8.2,15.2,-0.4,-1.4
Cc1ccc(C2C3=C(NCCN=C3c3ccccc3)C(=O)N2c2ccccc2)cc1 (stereo not drawn),-0.2,9.7,4.1,13.3,-15.2,21.0,-13.4,-11.2,-16.3,-3.8,2.0
O=C(COC(=O)c1ccc(S(=O)(=O)Nc2ccccc2)cc1)NCc1ccco1,0.1,1.9,1.4,8.4,18.5,-13.4,-5.7,-4.6,-8.6,-1.2,0.4
O=C(NCc1ccccc1Cl)c1ccc(Cn2cc(C(F)(F)F)ccc2=O)cc1,1.1,8.6,11.7,-9.0,27.6,11.0,6.1,7.0,-5.7,4.0,-2.1
CCSc1nc(N2CCOCC2)c2ccccc2n1,-0.3,1.6,10.8,19.3,17.1,12.3,-8.2,-12.5,11.7,0.6,3.3
O=C(Nc1ccc(N2CCOCC2)cc1)c1ccc2nc(-c3ccco3)c(-c3ccco3)nc2c1,-0.3,20.8,-19.5,3.8,-2.9,14.3,-13.9,-12.4,7.6,1.7,0.1
CCc1cccc(OCCn2ccnc2)c1,0.3,4.4,4.5,-2.7,8.6,-7.6,-6.7,-6.4,-14.6,-1.0,-3.2
CCN(CC(=O)NCC(=O)Nc1ccc(Br)cc1C)Cc1ccccc1,0.3,3.6,14.0,-25.0,13.5,11.1,-11.2,-0.7,-3.3,0.8,-1.6
COC(=O)c1ccc(NC(=O)CN(C)Cc2cccc(F)c2)cc1,-0.1,-3.9,-4.0,-2.0,-5.5,-6.1,-6.4,0.8,-26.0,0.4,1.6
CCOc1ccccc1N1CCN(CC(=O)Nc2ncc(C)s2)CC1,0.1,-5.1,12.7,-3.2,5.4,20.7,7.1,0.8,-0.4,-0.5,3.2
Cc1ccc(Nc2ccc(C(N)=O)cc2[N+](=O)[O-])cc1,-0.1,-8.5,-37.2,7.8,-43.5,-3.9,-29.2,-7.1,3.5,-0.2,-2.6
C[C@@H]1CN([C@@H](C)CO)S(=O)(=O)c2ccc(Br)cc2O[C@H]1CN(C)C(=O)C1CCCCC1,0.2,/,-3.3,4.8,12.4,6.7,-20.5,-15.1,-2.2,3.9,/
O=C(CN1C(=O)c2ccccc2S1(=O)=O)NC1CCCCCC1,-0.2,-11.7,-13.7,-16.3,-27.9,-0.4,-33.3,-1.0,-18.0,1.5,1.6
Nc1nc(SCC(=O)NCc2ccc(F)cc2)[nH]c(=O)c1NC(=O)c1ccc(Cl)cc1,0.1,-0.6,-0.8,-8.5,15.1,22.2,-6.4,24.0,4.0,0.2,-0.2
COc1ccc(C2C(C(=O)N3CCOCC3)c3ccccc3C(=O)N2c2ccc(OC)cc2)cc1 (stereo not drawn),-0.1,-2.3,16.5,11.9,8.2,-0.3,2.7,-12.4,5.1,-0.9,0.5
CC1Cc2cc(S(=O)(=O)NCCC(=O)N(C)Cc3ccccc3)ccc2N1C(=O)C1CC1 (stereo not drawn),-0.4,-7.5,7.4,-5.8,18.8,2.0,-2.9,7.8,-11.7,0.5,-0.8
Cc1ccc(NC(=O)NNC(=O)c2ccc3c(c2)NC(=O)C(C)(C)O3)cc1,-0.1,5.9,2.2,-10.4,-14.4,-13.2,-25.9,-7.7,-0.1,-0.6,-1.2
Cc1csc(CNC(=O)C2CCC(=O)N(CCc3cccc(F)c3)C2)n1 (stereo not drawn),0.0,10.4,12.4,7.7,9.3,1.1,-31.1,-4.5,8.0,-0.4,-0.8
Cc1ccc(C(=O)O)cc1NS(=O)(=O)c1ccc2ccccc2c1,0.0,11.9,0.0,11.5,13.3,2.5,-10.8,-16.3,5.1,-0.4,1.5
COC(=O)/C(=N\OCc1ccc(C#N)cc1)c1c(C)nn(C)c1C,-0.1,-6.6,8.7,-9.7,12.8,2.6,-16.4,11.6,4.5,-0.5,3.8
CS(=O)(=O)Nc1ccc(C(=O)CC(=O)Nc2ccc([N+](=O)[O-])cc2)cc1,-0.2,1.8,-4.1,17.3,-1.7,-32.0,2.2,0.5,-13.9,-0.5,-0.7
C[C@@H]1CN(S(=O)(=O)c2ccc3c(c2)OCCO3)CCN1S(=O)(=O)c1c(F)cccc1F,0.0,10.6,2.6,-12.4,-0.2,-0.6,23.3,2.8,-16.8,-1.9,/
Cc1ccsc1C(=O)NNC(=O)c1csc(N2CCOCC2)n1,0.1,-3.3,1.1,-8.4,0.1,-8.6,-30.9,-2.7,4.3,-0.2,-2.3
O=C(NCCCN1CCOCC1)c1c(-c2ccccc2)oc2c1C(OCCCCCO)CCC2 (stereo not drawn),-0.1,/,/,/,-1.8,/,-30.2,/,12.2,0.4,/
COC(=O)[C@@]12CCCCN1[C@H](c1ccc(-c3ccc(Cl)c(Cl)c3)c(OC)c1)[C@H]1C(=O)N(C)C(=O)[C@H]12,0.1,6.5,30.6,23.8,15.5,29.2,-8.3,5.1,31.8,-0.3,/

# Screening results as filed in PubChem.

# Rows were taken by chance; any-hit rate near 4.4%.
